From PubChem BioAssay
tim10-1 inh: growth inhibitors of tim10-1 mutant yeast, primary screen, luminescence, uHTS; AID 463190, 2010; S. cerevisiae tim10-1 ts strain growth, BacTiter-Glo, 24 h; inhibition, % at 20 µM; 2.2% of 330,000 active;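 active = inhibition of at least 40%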;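 also: mutant grown at 25 °C; 0% = DMSO wells with yeast and 100% = wells holding no yeast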
Apaf1 inhib: inhibitors of human Apaf-1 apoptosome, primary screen, biochemical, DEVD-Rh110 fluorescence, uHTS; Apoptotic protease-activating factor 1 (Homo sapiens), O14727; reconstituted apoptosome caspase-3 activity; inhibition, % at 20 µM; 0.71% of 330,000 active; active = inhibition of at least 40% at 20 µM;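 also: plate controls were DMSO wells for no effect and DEVD-CHO caspase inhibitor wells for full effect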
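Material: reconstituted apoptosome with Apaf-1, cytochrome c, caspase-9, procaspase-3, dATP. Technique: Rh110 fluorescence intensity. Buffer or medium: pH 7.5 Hepes buffer with CHAPS, BSA, DTT. Times: 30 min plus 50 min, RT.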
hIAP block: human IAP inhibitors, primary screen, biochemical, luminescence, uHTS; Intestinal-type alkaline phosphatase (Homo sapiens), P09923; purified IAP, CDP-Star luminescence, 30 min; inhibition, % at 10 µM; 0.12% of 330,000 active; AID 2544, 2010;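 active = inhibition reaching a set limit with compound at 10 µM in the primary screen, cut at about 35% in these data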;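 also: plate controls were DMSO wells with enzyme for no effect and no-enzyme buffer wells for full effect; values of inactives mirror those of a sister screen read the other way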
Target sequence (P09923 whole entry, looked up): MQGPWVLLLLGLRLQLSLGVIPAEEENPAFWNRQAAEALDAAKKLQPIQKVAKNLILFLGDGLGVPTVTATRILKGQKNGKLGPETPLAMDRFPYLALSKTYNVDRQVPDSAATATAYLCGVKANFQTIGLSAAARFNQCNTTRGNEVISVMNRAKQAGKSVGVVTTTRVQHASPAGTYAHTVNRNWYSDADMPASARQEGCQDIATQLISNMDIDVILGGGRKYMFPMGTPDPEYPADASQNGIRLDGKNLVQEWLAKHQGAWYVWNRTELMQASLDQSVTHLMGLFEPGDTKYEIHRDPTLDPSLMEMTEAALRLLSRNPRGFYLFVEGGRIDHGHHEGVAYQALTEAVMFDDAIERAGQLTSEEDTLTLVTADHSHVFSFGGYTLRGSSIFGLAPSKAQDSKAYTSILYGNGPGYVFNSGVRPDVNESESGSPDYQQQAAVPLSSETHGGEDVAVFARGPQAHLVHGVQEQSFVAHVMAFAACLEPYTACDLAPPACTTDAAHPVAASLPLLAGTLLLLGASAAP
ATG4B inh: ATG4B protease inhibitors, primary screen, biochemical, fluorescence, uHTS; Cysteine protease ATG4B (Homo sapiens), Q9Y4P1; ATG4B cleavage of LC3-PLA2, NBD-HPC fluorescence, 1 h; inhibition, % at 8.33 µM; 0.51% of 340,000 active; AID 504462, 2011; in the data active = inhibition above about 40%
Target sequence (Q9Y4P1 whole entry, looked up): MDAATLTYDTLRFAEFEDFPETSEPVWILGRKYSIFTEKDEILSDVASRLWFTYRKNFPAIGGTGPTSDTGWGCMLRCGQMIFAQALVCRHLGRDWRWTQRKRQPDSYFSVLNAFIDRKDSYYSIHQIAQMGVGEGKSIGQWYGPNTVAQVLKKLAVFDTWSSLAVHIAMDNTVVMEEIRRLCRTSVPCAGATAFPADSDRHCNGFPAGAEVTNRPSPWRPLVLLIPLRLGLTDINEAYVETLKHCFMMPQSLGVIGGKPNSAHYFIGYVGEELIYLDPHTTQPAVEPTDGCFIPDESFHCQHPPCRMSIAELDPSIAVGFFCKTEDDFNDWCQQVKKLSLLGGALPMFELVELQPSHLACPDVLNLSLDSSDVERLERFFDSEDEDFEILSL
mIAP act: activators of mouse IAP, primary screen, biochemical, luminescence, uHTS. activation factor at 10 µM. muIAP, CDP-Star luminescence, 30 min; stronger effect = higher value; 1 = vehicle-only enzyme signal, 0 = enzyme-free wells. intestinal alkaline phosphatase [Mus musculus]. 0.24% of 330,000 active;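 active = activation factor of at least 2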; also: the source names both 10 and 20 µM as test concentration; values of inactives mirror those of a sister screen read the other way
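also added = chemiluminescent substrate CDP-Star | test system = mouse IAP enzyme | signal = chemiluminescence readout | compound = DMSO-dissolved test compounds | incubation = 30 min at room temperature | benchmarks = DMSO wells, no-enzyme wells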
TIM10 inh: growth inhibitors of isogenic TIM10 control yeast, primary screen, counter-screen for tim10-1 yeast inhibitor project, luminescence, uHTS | S. cerevisiae TIM10 strain growth, BacTiter-Glo luminescence, 24 h | inhibition, % at 10 µM | 1.4% of 330,000 active | AID 463195, 2010;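 active = inhibition of 40% or more at the single tested concentration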;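 also: wild-type TIM10 isogenic control strain grown at permissive 25 °C; 0% = DMSO yeast wells and 100% = minimal medium wells without yeast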
hIAP activ: human IAP activators, primary screen, biochemical, luminescence, uHTS | Intestinal-type alkaline phosphatase (Homo sapiens), P09923 | activation factor at 10 µM | AID 2524, 2010 | purified human IAP, CDP-Star luminescence, 30 min; stronger effect = higher value; 1 = vehicle-only enzyme, 0 = enzyme-free background | 0.16% of 330,000 active;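 active = activation factor of the enzyme at least 2-fold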; also: the source names both 10 and 20 µM as test concentration; values of inactives mirror those of a sister screen read the other way
NLRP3 yeast inh: NALP3 inflammasome inhibitors in reconstituted yeast, primary screen, luminescence, uHTS | AID 2825, 2010 | Yeast reconstituted NLRP3/ASC/caspase-1, beta-gal luminescence, 24 h | 0.39% of 330,000 active | inhibition, % at 10 µM;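 active = inhibition of 50% or more; inactive = inhibition below 50%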;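 also: plate controls were induced DMSO wells for no effect and uninduced yeast grown without galactose for full effect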
mIAP inh: inhibitors of mouse IAP, primary screen, biochemical, luminescence, uHTS; intestinal alkaline phosphatase [Mus musculus]; purified mouse IAP, CDP-Star luminescence, 30 min; inhibition, % at 10 µM; 0.2% of 330,000 active;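 active = inhibition of at least 40% at 10 µM in the primary screen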;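 also: plate controls were DMSO with enzyme for no effect and no enzyme wells for full effect; values of inactives mirror those of a sister screen read the other way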
Numbers without * were called inactive; . = no result given.

SMILES | tim10-1 inh | Apaf1 inhib | hIAP block | ATG4B inh | mIAP act | TIM10 inh | hIAP activ | NLRP3 yeast inh | mIAP inh
CN1CCc2c(sc3c2c(=O)n(-c2ccccc2)c2n[nH]c(=S)n32)C1 | 9 | 1 | 2 | 3 | 1 | 0 | 0.98 | 15 | -2
COc1ccc(/C=N/n2cncn2)cc1CSc1ccccn1 | 1 | -1 | 3 | -12 | 1 | 8 | 0.97 | 7 | 0
Cc1ccc(-n2[nH]c3c4c(ccc3c2=O)C(=O)c2ccccc2C4=O)cc1 | 1 | 10 | 12 | -1 | 0.89 | -3 | 0.88 | -4 | 11
COCCn1c(N)c(N(Cc2ccccc2)C(=O)c2cc(=O)[nH]c3ccccc23)c(=O)[nH]c1=O | -9 | -6 | -19 | -1 | 0.96 | 41* | 1.2 | 10 | 4
Cc1ccc(S(=O)(=O)N2CCN(C(=O)COC(=O)Cc3ccc(Cl)cc3)CC2)c(C)c1 | 33 | 3 | -7 | -12 | 1 | 28 | 1.1 | 16 | -2
CCn1cc(C(=O)NC2CCCCCC2)c(=O)c2cc(S(=O)(=O)N3CCCCC3)ccc21 | 10 | 23 | -11 | 3 | 0.81 | 0 | 1.1 | 6 | 19
CC(=O)c1ccc(NC(=O)c2ccc(S(=O)(=O)c3ccccc3)cc2)cc1 | 17 | -7 | -2 | -7 | 0.96 | -2 | 1 | 13 | 4
CCC(CC)NC(=O)CCCSc1nc2ccccc2[nH]1 | 12 | -4 | 5 | 6 | 1 | 20 | 0.95 | 6 | -3
CC(=O)c1ccc(NC(=O)C2CC(=O)Nc3nc4ccccc4n32)cc1 (centres undefined) | -5 | -2 | -29 | 2 | 0.92 | -14 | 1.3 | 8 | 8
O=C(C[C@@H]1C/C=C/CCCC(=O)O[C@H](c2ccccc2)CNC1=O)NCCO | 4 | 0 | -4 | 3 | 0.96 | 1 | 1 | 17 | 4
COc1ccc(CNC(=O)CCNC(=O)c2ccco2)cc1OC | -17 | 5 | 8 | -6 | 0.98 | -7 | 0.92 | 14 | 2
COc1cc(OC)cc(C(=O)OCC(=O)c2cc(C)n(CC3CCCO3)c2C)c1 (centres undefined) | 38 | 3 | -14 | -35 | 1.1 | 24 | 1.1 | 16 | -8
Cn1c(CN2CCOCC2)nnc1SCC(=O)NCCc1ccccc1 | 9 | -3 | -8 | -9 | 0.97 | 7 | 1.1 | 4 | 2
CSCCC(NC(=O)c1ccccc1Br)C(=O)Nc1ccc(C)cc1 (centres undefined) | 7 | 2 | -2 | -11 | 0.99 | 4 | 1 | 1 | 1
CCn1c(Oc2ccccc2)nc2c1c(=O)n(C)c(=O)n2C | -5 | 5 | -20 | 1 | 1.1 | -8 | 1.2 | 13 | -7
CC(C)C(C(=O)NC1=NCCS1)c1ccc(Cl)cc1 (centres undefined) | 18 | -5 | 10 | 1 | 0.97 | 2 | 0.9 | 48 | 2
COn1c(=O)c(-c2ccc(Cl)cc2)[n+]([O-])c2ccccc21 | 20 | -2 | -11 | -5 | 1 | 4 | 1.1 | 7 | 0
COc1ccccc1C(=O)Nc1cc2c(cc1C(=O)O)OCCCO2 | -19 | 1 | -6 | 0 | 1 | 3 | 1.1 | 7 | 0
CCc1nnc(NC(=O)COc2ccccc2[N+](=O)[O-])s1 | 7 | -20 | -53 | -6 | 1.1 | 40* | 1.5 | 13 | -8
COc1ccc(/C=C2\Oc3cc(OCC(=O)N4CCC[C@H]4CO)ccc3C2=O)c(OC)c1 | 26 | 9 | -8 | -7 | 0.97 | 9 | 1.1 | 16 | 2
Cc1onc(-c2ccccc2)c1C(=O)N1CCN(S(=O)(=O)c2ccccc2C(F)(F)F)CC1 | -4 | 3 | 7 | -7 | 0.98 | 2 | 0.93 | 14 | 2
Cn1cc(/C=N\NC(=O)C2COc3ccccc3O2)c2ccccc21 (centres undefined) | 8 | 6 | -5 | . | 1.1 | -18 | 1.1 | 11 | -6
FC(F)(F)c1cccc(-c2nc3nc(Cl)c(Cl)nc3[nH]2)c1 | -8 | 8 | 0 | -2 | 0.93 | 7 | 1 | 61* | 7
Cc1ccc(-c2nc(C)sc2CC(=O)O)cc1 | -10 | 3 | 7 | -9 | 0.94 | -10 | 0.93 | -3 | 6
COc1ccccc1/C=C(/C(=O)OCC(=O)N(C)Cc1ccccc1)c1ccccc1 | 28 | 20 | 19 | 36 | 0.95 | 21 | 0.81 | 7 | 5
COc1cccc(NC(=O)NCCN2CCCCC2)c1 | 0 | -4 | 14 | 4 | 1.1 | -6 | 0.86 | 16 | -6
CC1CC(C)(C)NC(=S)N1CC(=O)NCc1ccc(Cl)cc1 (centres undefined) | -6 | -5 | -2 | -6 | 1.1 | -14 | 1 | -5 | -8
CCOc1cc(S(=O)(=O)N2CCN(S(=O)(=O)CC)CC2)c(OCC)cc1-n1cnnn1 | 17 | 0 | 8 | 0 | 0.95 | 7 | 0.92 | 0 | 5
CCN(CC(=O)NCc1ccc(F)cc1)CC(O)COCc1cccc(OC)c1 (centres undefined) | 11 | 5 | 20 | -4 | 1 | 2 | 0.8 | 5 | -1
Cc1cc[n+]2c3c(cccc13)CCC2 | 11 | -11 | -17 | 5 | 0.95 | -18 | 1.2 | -2 | 5
CCc1ccc(NC(=O)CN(c2ccccc2)S(=O)(=O)N(C)C)cc1 | 20 | 22 | -4 | -1 | 1 | 2 | 1 | 2 | -3
O=C(O)CCC(=O)N1N=C(c2ccc(Br)cc2)CC1c1ccc(Br)cc1 (centres undefined) | 8 | 8 | -11 | 6 | 0.92 | 4 | 1.1 | 21 | 8
C/C(=N\N=C(N)N)c1ccc(Cl)cc1 | -4 | -6 | -2 | 5 | 1.1 | 2 | 1 | 11 | -6
O=C(CN(Cc1cccs1)C(=O)CSc1nnc(COc2ccccc2)o1)NC1CCCCC1 | 5 | 26 | -13 | -1 | 1.1 | 10 | 1.1 | 19 | -8
O=C(C1CCC1)N1CCN(c2ccccc2)CC1 | -4 | -14 | 7 | 3 | 0.97 | -11 | 0.93 | 5 | 3
COc1ccc(CC(=O)OCC(=O)Nc2c(C)n(C)n(-c3ccccc3)c2=O)cc1 | 2 | -1 | -10 | -4 | 1.1 | 3 | 1.1 | -18 | -7
Cc1[nH]n(-c2ccccc2)c(=O)c1C=NCc1ccco1 | 17 | 12 | -2 | . | 1.1 | 11 | 1 | 13 | -15
COc1ccc(S(=O)(=O)N(CC(=O)Nc2cccnc2)c2ccccc2OC)cc1 | 29 | -5 | 9 | -8 | 1.2 | -4 | 0.91 | 6 | -18
CCc1ccc(OCC(=O)N2CCN=C2c2ccccc2)cc1 | 28 | 6 | 3 | -11 | 0.95 | 5 | 0.97 | 11 | 5
CCN(CC)CCn1nc2c3c(cccc3c1=O)-c1ccccc1-2 | 3 | -10 | -22 | 0 | 0.91 | -1 | 1.2 | -31 | 9
Cc1cc(C)cc(C(=O)NC(CC(N)=O)c2ccc(N3CCN(C)CC3)c([N+](=O)[O-])c2)c1 (centres undefined) | 11 | 8 | 4 | 1 | 0.99 | -13 | 0.96 | -1 | 1
O=C(COC(=O)CCC(=O)c1cccs1)Nc1ccc(Cl)cn1 | 8 | -8 | -7 | 11 | 0.99 | 3 | 1.1 | 3 | 1
Cc1ccc(C2NS(=O)(=O)N=C2N)cc1 (centres undefined) | -11 | 4 | 10 | -1 | 0.99 | 4 | 0.9 | -4 | 1
Cc1ccc(C(=O)CSc2nnc(-c3ccccc3)o2)cc1 | -16 | -12 | -4 | -1 | 0.94 | -3 | 1 | 32 | 6
COc1ccccc1NC(=O)c1ccc2snnc2c1 | 10 | -9 | 12 | 4 | 0.99 | 12 | 0.88 | 12 | 1
CCCCNC(=O)CCn1nc(-c2ccc(C)cc2)c2ccccc2c1=O | 24 | 10 | 6 | 3 | 1 | -12 | 0.94 | 16 | 0
COC(=O)c1nc(NC(=O)c2ccc(Cl)cc2)n[nH]1 | -3 | -7 | -13 | -2 | 1 | 1 | 1.1 | 22 | -3
CCC1=NNc2cccc3c(OC)ccc1c23 | 2 | 52* | 4 | . | 0.92 | 11 | 0.96 | 13 | 8

Three entries from above, with two lines to a compound.
Values in the order – tim10-1 inh | Apaf1 inhib | hIAP block | ATG4B inh | mIAP act | TIM10 inh | hIAP activ | NLRP3 yeast inh | mIAP inh
CCCCNC(=O)CCn1nc(-c2ccc(C)cc2)c2ccccc2c1=O
  24 | 10 | 6 | 3 | 1 | -12 | 0.94 | 16 | 0
COC(=O)c1nc(NC(=O)c2ccc(Cl)cc2)n[nH]1
  -3 | -7 | -13 | -2 | 1 | 1 | 1.1 | 22 | -3
CCC1=NNc2cccc3c(OC)ccc1c23
  2 | 52* | 4 | . | 0.92 | 11 | 0.96 | 13 | 8

(cont.)
SMILES | tim10-1 inh | Apaf1 inhib | hIAP block | ATG4B inh | mIAP act | TIM10 inh | hIAP activ | NLRP3 yeast inh | mIAP inh
Cc1ccc(NC(=O)CN2C(=O)NC(Cc3ccccc3)C2=O)c(Br)c1 (centres undefined) | 7 | 2 | 9 | -4 | 1.1 | 8 | 0.91 | 14 | -8
C=CCSc1ncccc1C(=O)NCCc1ccc(Cl)cc1 | 11 | 11 | 1 | 0 | 0.98 | -45 | 0.99 | 21 | 2
O=C(Nc1ccccc1N1CCOCC1)c1ccc(F)c(S(=O)(=O)N2CCOCC2)c1 | 15 | 16 | -25 | 5 | 1.1 | 0 | 1.3 | 0 | -14
O=C(N1CCOCC1)C12CC3CC(C1)CC(C(=O)N1CCOCC1)(C3)C2 | 17 | 3 | -15 | -5 | 1.1 | -2 | 1.2 | 16 | -8
CCCCNC(=O)N1CCN(c2ccccc2OC)CC1 | 5 | 8 | -5 | -2 | 1.1 | 7 | 1.1 | 0 | -7
COc1ccccc1-c1coc2c(CN3C(C)CCCC3C)c(O)ccc2c1=O (centres undefined) | 2 | 2 | -12 | 5 | 0.99 | -6 | 1.1 | 18 | 1
CS(=O)(=O)N1CCCC(C(=O)NCCc2ccc(Cl)cc2)C1 (centres undefined) | -10 | -16 | -11 | 2 | 1 | -9 | 1.1 | 5 | -1
CCC(Sc1nnc(-c2ccco2)n1C)C(=O)Nc1nnc(C)s1 (centres undefined) | 11 | 1 | 10 | -7 | 0.92 | -7 | 0.9 | 11 | 8
CCOc1cc(Cl)c(NC(=O)c2ccco2)cc1OCC | -17 | -1 | -3 | -3 | 0.93 | -5 | 1 | 25 | 7
O=C(CCS(=O)(=O)c1ccc(Br)cc1)N1CCN(c2ccccc2F)CC1 | -14 | 4 | 9 | 3 | 0.96 | -35 | 0.91 | 24 | 4
CC1CCCN(CC(O)COCC2COc3ccccc3O2)C1 (centres undefined) | -2 | -11 | 2 | -1 | 1 | 2 | 0.98 | 6 | -4
C=CCn1cccc(C(=O)Nc2ccc(OC)cc2)c1=O | 5 | -3 | 2 | 8 | 1.1 | 6 | 0.98 | 20 | -12
